Yeast lifespan up: yeast lifespan extension | actives 0.68% (n = 130,000) | inhibition of the nicotinamide effect, % at 10 µM | S. cerevisiae growth with nicotinamide, OD615; deaD strain in restrictive glucose medium;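 active = inhibition above a set limit, placed 3 SD over the median of all compounds, cut at about 26% in these data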;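 also: 0% = nicotinamide-treated wells and 100% = cells grown without nicotinamide; some compounds called inactive have numbers as strong as hits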
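Test system – modified budding yeast, DeaD strain · Compound – single dose 10 µM compound, 0.25% DMSO · Times – culture preincubation 4 h, compound exposure 48 h, both 30 °C · Detection – optical density (absorbance) at 615 nm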
Measles CPE: protection of cells from measles virus; actives 1.5% (n = 140,000); protection (pct of control), % at 4 µM; Measles virus-infected cells, CPE protection, absorbance; in the data active = protection mostly above about 24%, no sharp cut-off; inactive = mostly below about 26%; also: some compounds called inactive have numbers as strong as hits
GALR2 antag: GALR2 (human) receptor antagonism; actives 0.39% (n = 140,000); inhibition, % at 4 µM; GALR2-expressing cells, antagonist mode; in the data active = inhibition above about 27%;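 also: cells stimulated with galanin 1-16 at roughly its EC80; 0% = agonist challenge control and 100% = basal control without agonist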
Target sequence (O43603 whole entry, looked up): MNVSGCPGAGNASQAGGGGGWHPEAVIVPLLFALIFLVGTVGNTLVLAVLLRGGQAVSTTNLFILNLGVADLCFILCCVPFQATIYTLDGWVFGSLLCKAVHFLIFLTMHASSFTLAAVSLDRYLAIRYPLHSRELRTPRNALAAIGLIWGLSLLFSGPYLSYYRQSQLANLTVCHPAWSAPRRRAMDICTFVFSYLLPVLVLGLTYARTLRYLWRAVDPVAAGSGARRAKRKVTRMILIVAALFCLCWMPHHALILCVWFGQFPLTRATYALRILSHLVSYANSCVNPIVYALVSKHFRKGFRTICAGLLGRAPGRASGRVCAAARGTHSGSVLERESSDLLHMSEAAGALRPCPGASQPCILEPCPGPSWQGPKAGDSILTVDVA
HCT116 PTEN-null: suppresses growth of cells with PTEN deletion; HCT116 PTEN-null viability, CellTiter-Glo, 60 h; hits give low values; viability, % at 10 µM; actives 1.2% (n = 140,000); AID 827;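 active = viability at or below a set limit, 4 SD under the median of all tested compounds, cut at about 3.7% in these data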;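 also: PTEN knockout HCT116 line with beta catenin targeted HCT116 as companion control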
HCT116 bCat-KO: beta-catenin-lacking colon tumor cell growth suppression; HCT116 beta-catenin knockout viability, CellTiter-Glo, 60 h; hits give low values; viability, % at 10 µM; actives 1.5% (n = 140,000);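 active = viability at or under a set limit, the compound median less 4 SD, cut at about 6% in these data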;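 also: 0% = Hyamine 1622 control at 20 µM and 100% = untreated cell control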
E-sel TNF inh: TNF alpha driven E-selectin expression inhibition; HUVEC TNFa-induced E-selectin immunofluorescence, high content; inhibition, % at 2 µM; actives 0.71% (n = 120,000); AID 1246;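 active = inhibition above the batch mean plus 3 SD, and confirmed as a hit on visual image review, cut at about 43% in these data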;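 also: 0% = TNF-stimulated DMSO wells and 100% = unstimulated control wells; not every result past the cut was called active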
BB579 growth dn: yeast BB579 growth reduction in restrictive medium; S. cerevisiae BB579 growth, OD615, 48 h; inhibition, % at 10 µM; actives 0.51% (n = 140,000); AID 804;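 active = inhibition above a set limit, 3 SD over the mean compound inhibition, cut at about 44% in these data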; also: inactives centre near -24
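test system = yeast BB579 (DeaD) | buffer or medium = restrictive CSMM-D medium | doses = single compound dose of 10 µM, 0.25% DMSO final | times = 4 h preincubation and 48 h exposure at 30 °C | technique = culture absorbance at 615 nm | benchmarks = amphotericin B 10 µg/mL, positive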
Phagocyt inh: inhibitors of macrophage phagocytosis; J774A.1 macrophage IgG-bead phagocytosis, imaging; inhibition, % at 5 µM; actives 0.07% (n = 110,000); AID 1029;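 active = inhibition above the mean of the plate negative controls plus 5 SD, cut at about 13% in these data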;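 also: phagocytic index as fraction of beads internalized from green versus red external bead signal; plate controls were DMSO negative control for no effect and cytochalasin-D positive control for full effect; some results beyond the cut were filed as inactive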
NPY Y2 blocker: NPY-Y2 (human) receptor antagonism; P49146; NPY-Y2 expressing cells, antagonist mode; inhibition, % at 2.7 µM; actives 0.99% (n = 140,000); in the data active = inhibition above about 17%;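 also: 0% = vehicle with agonist challenge and 100% = reference antagonist with challenge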
Target sequence (P49146 whole entry, looked up): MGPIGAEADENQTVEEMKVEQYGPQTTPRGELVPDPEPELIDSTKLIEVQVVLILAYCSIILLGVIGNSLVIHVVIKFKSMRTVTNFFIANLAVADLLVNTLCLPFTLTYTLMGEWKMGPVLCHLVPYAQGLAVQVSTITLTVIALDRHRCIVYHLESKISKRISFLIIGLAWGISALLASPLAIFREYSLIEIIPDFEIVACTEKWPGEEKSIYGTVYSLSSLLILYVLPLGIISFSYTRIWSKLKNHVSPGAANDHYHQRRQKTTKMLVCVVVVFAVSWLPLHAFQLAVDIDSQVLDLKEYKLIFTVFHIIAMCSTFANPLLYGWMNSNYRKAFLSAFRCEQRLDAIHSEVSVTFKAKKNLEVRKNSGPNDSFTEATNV
MRP-1 activ: activates MRP-1; actives 0.61% (n = 140,000); H69AR cells + doxorubicin, viability rescue, CellTiter-Glo; viability increase, % at 10 µM;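 active = viability gain under doxorubicin at or above a set limit, the compound median plus 3 SD, cut at about 4.7% in these data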;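 also: MRP-1 overexpressing cells given doxorubicin 25 µM after compound pretreatment; 18-22 h compound pretreatment then 72 h with doxorubicin before readout; 0% = doxorubicin-only wells and 100% = vehicle-treated cells without doxorubicin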
Starred values were filed as active, the others as inactive; . = not tested or not shown.

nr	structure	Phagocyt inh	HCT116 bCat-KO	MRP-1 activ	Measles CPE	HCT116 PTEN-null	GALR2 antag	BB579 growth dn	E-sel TNF inh	NPY Y2 blocker	Yeast lifespan up
1	COc1ccc(CSCC(=O)Nc2ccc(S(=O)(=O)N3CCCCCC3)cc2)cc1	-3	87	0.9	10	84	-14	-56	1	2	6
2	O=C(NCCC1=CCCCC1)C1CCCN(S(=O)(=O)c2ccc(F)cc2)C1 (stereo not given)	0	95	-0.8	5	91	1	-22	-30	1	-9
3	O=C(NCc1ccc(F)cc1)C(=O)Nc1nc(C23CC4CC(CC(C4)C2)C3)cs1	-2	16	-2.2	4	16	-12	-9	-12	-2	-3
4	COc1ccc(C(=O)Nc2ncc3c(n2)-c2ccccc2CC3)cc1	.	78	-4.1	9	89	-3	-15	.	6	-19
5	Cc1ccc(/C=N/n2c(C)cc(C)c(C#N)c2=O)cc1	.	97	0.5	7	97	5	-16	23	0	.
6	CC(C)NC(=O)c1ccc(CS(=O)(=O)c2ccc(Br)cc2)o1	-1	102	-0.7	8	97	16	12	2	2	4
7	O=C1CC(c2cccc(Cl)c2)c2cc3c(cc2N1)CCC3 (stereo not given)	-3	12	-2.4	4	17	3	-16	-61	8	14
8	CCOc1ccc(NC2=C(OC)C(=O)c3ccccc3C2=O)cc1	.	73	-3.4	3	68	9	-13	.	-2	-2
9	CC1CCN(S(=O)(=O)c2ccc(C(=O)OCc3ccc4c(c3)OCO4)cc2)CC1	0	98	-0.9	9	88	-17	-29	11	1	-1
10	CCC(=O)Nc1cccc(NC(=O)c2ccc(Br)cc2)c1	3	77	-1.5	7	77	17	-36	.	1	5
11	COc1ccc(C(=O)Oc2ccc3c(C)cc(=O)oc3c2C(C)=O)cc1	-13	91	-0.6	3	96	-4	-55	-1	3	6
12	COCCN(C(=O)C1CC1)c1nnc(-c2cccc(C)c2)s1	2	113	-0.8	21	109	7	-31	.	2	-8
13	O=C1CN(c2nc(-c3ccccc3)c3ccccc3n2)c2ccccc2N1	-11	49	-4.2	13	52	-8	-31	.	3	3
14	O=C(Nc1cccc(S(=O)(=O)Nc2ccc(Cl)cc2)c1)c1ccc(Cl)nc1	-6	9	-2.5	13	10	7	-23	11	-2	0
15	CCOc1ccc(NC(=O)c2cccnc2C(=O)O)cc1	-2	102	-0.9	16	96	-12	-8	.	2	-3
16	COc1ccccc1OCC(=O)NCc1cccs1	1	104	0.0	13	100	-13	-24	.	1	-6
17	CC(=O)n1nc2nc(C)cc(C)c2c1N	-2	94	-0.4	8	100	3	-28	.	1	8
18	CC(C)C(NC(=O)C1CCCCC1)C(=O)NC1=NCCS1 (stereo not given)	0	79	-0.3	2	98	-9	7	21	3	3
19	CC(C)Oc1ccc(-c2cc(=O)[nH]c(=O)[nH]2)cc1	0	86	-1.9	6	94	-3	-33	.	6	-2
20	COC(=O)c1cc(-c2ccccc2)sc1N	-1	96	-0.8	9	90	7	25	2	-2	-19
21	CCOC(=O)Cc1csc(SCC(=O)Nc2cccc(C#N)c2)n1	0	98	0.8	10	90	-6	-30	18	5	-22
22	Cc1ccc(C(c2nnnn2CCc2ccccc2)N2CCSCC2)cc1 (stereo not given)	1	75	-1.7	5	79	9	-108	-8	10	12
23	C=CCn1c(COC)nnc1SCC(=O)c1ccc(F)cc1	6	97	-1.1	14	107	-15	-42	-20	3	3
24	Cc1nn(-c2nnc(NC3CCCCC3)nn2)c(C)c1Br	-2	79	-2.6	8	84	-4	-16	.	-3	-1
25	Cc1ccc(Oc2ncccc2/C=N/OCc2ccc(Cl)cc2Cl)cc1	3	77	-1.7	8	82	0	-18	-37	1	-11
26	COc1ccc(C(=O)Nc2cnn(Cc3ccc(Cl)cc3)c2)cc1OC	-5	77	0.5	3	83	5	-5	-3	-2	3
27	CCNC(=S)Nc1nc2c(cc1C(=O)OCC)CCCC2	-4	88	-1.0	23	84	-3	-21	.	-1	-7
28	O=C(CCc1ccccc1)NNC(=O)C1CCCCC1	.	88	-0.2	3	95	-4	-21	-30	1	-6
29	COc1ccc([N+](=O)[O-])cc1C(=O)Nc1ccc(OCC(=O)N2CCOCC2)cc1	-3	97	-1.1	7	95	6	-16	.	2	-1
30	CCC(C)[C@@H](C(=O)NCC1CCC(C(=O)O)CC1)n1nnc2ccccc2c1=O (stereo not given in full)	-1	93	1.1	6	100	-11	0	-8	0	-13

Along the list, quoted from above:
Phagocyt inh for nos. 15–24 → -2, 1, -2, 0, 0, -1, 0, 1, 6, -2
MRP-1 activ for nos. 15–24 → -0.9, 0.0, -0.4, -0.3, -1.9, -0.8, 0.8, -1.7, -1.1, -2.6

A stretch from the list above:
nr	structure	Phagocyt inh	HCT116 bCat-KO	MRP-1 activ	Measles CPE	HCT116 PTEN-null	GALR2 antag	BB579 growth dn	E-sel TNF inh	NPY Y2 blocker	Yeast lifespan up
20	COC(=O)c1cc(-c2ccccc2)sc1N	-1	96	-0.8	9	90	7	25	2	-2	-19
21	CCOC(=O)Cc1csc(SCC(=O)Nc2cccc(C#N)c2)n1	0	98	0.8	10	90	-6	-30	18	5	-22

The results go on.
nr	structure	Phagocyt inh	HCT116 bCat-KO	MRP-1 activ	Measles CPE	HCT116 PTEN-null	GALR2 antag	BB579 growth dn	E-sel TNF inh	NPY Y2 blocker	Yeast lifespan up
31	O=C1c2ccccc2C(=O)N1CCCn1c(=O)oc2ccccc21	3	96	-0.6	6	106	-2	-11	12	0	4
32	O=C(CN1C(=O)COc2ccccc21)N(Cc1cccnc1)Cc1ccccc1F	-5	84	-4.3	10	87	-9	-34	-14	13	2
33	CC1CCCC(NC2CCCCNC2=O)C1 (stereo not given)	0	72	-2.9	0	85	12	-36	.	1	-5
34	Cc1cccc(C2Nc3ccccc3C(=O)N2NC(=O)c2ccc([N+](=O)[O-])cc2)n1 (stereo not given)	-4	85	-0.7	11	100	-1	-3	2	3	8
35	COc1cccc(/C=N/n2c(N)nc3ccccc32)c1OC	.	99	-0.8	6	90	5	-63	-64	6	-15
36	Cc1cc(=O)n2nc(N3CCC(C(=O)NC(C)c4ccccc4)CC3)sc2n1 (stereo not given)	.	97	0.1	2	108	-8	-43	-4	1	14
37	CCCCOC(=O)CCN1C(=O)/C(=C2\SC(=S)N(CCC(=O)OCCCC)C2=O)SC1=S	-7	41	-4.9	5	43	8	-38	58	3	6
38	Cc1cc(SCCOc2ccccc2)nc(N)n1	.	107	2.2	3	101	-6	-5	1	-3	-16
39	CCS(=O)(=O)c1ccc2c(c1)N(S(C)(=O)=O)CC(C(=O)NCc1ccccc1OC)O2 (stereo not given)	.	91	-2.7	4	88	-10	-18	3	2	-20
40	CN(C)Cc1cc(CCNC(=O)c2ccc(Cl)cc2)ccc1O	0	96	0.1	9	101	16	-13	.	2	5
41	O=C(Nc1nc2ccccc2[nH]1)c1cccc(S(=O)(=O)N2CCOCC2)c1	.	89	-1.7	28	97	-4	-5	.	2	6
42	CCOC(=O)N1CCN(CC(O)COc2c(C)cccc2C)CC1 (stereo not given)	4	95	-2.0	5	106	-11	-4	-1	0	-4
43	CSc1ccc(-c2nc(CSCC(=O)NCCCN3CCOCC3)c(C)o2)cc1	-1	84	-2.7	10	88	-10	-20	7	1	-2
44	CS(=O)(=O)c1ccc(C(=O)NCC2(N3CCCCC3)CCCCC2)cc1	2	88	-2.0	10	87	-7	-5	.	1	1
45	COC(=O)NC(=S)Nc1ccc(Oc2ccc(Cl)cc2Cl)c(Cl)c1	.	23	-2.6	1	26	-12	-16	-10	6	.
46	Cc1cc(N2C(=O)C3CC=CC(C)C3C2=O)no1 (stereo not given)	.	99	-0.8	18	96	-3	-18	11	-2	.
47	Clc1ccc(C[n+]2cc(-c3ccccc3)n3c2CCC3)cc1Cl	-7	63	-3.7	4	67	2	17	.	3	7
48	C=CCn1c(=NC(=O)c2ccco2)sc2cc(C(=O)OC)ccc21	-8	82	-2.1	11	77	1	-14	.	12	-8
49	COc1cc(C2=NOC(C(=O)NCc3ccc(F)cc3)C2)cc(OC)c1OC (stereo not given)	1	15	-4.5	3	12	4	-49	-10	5	-12
50	CC(C)CCC(C)N=Cc1c(O)n(Cc2ccccc2)c(=O)c2ccccc12 (stereo not given)	0	69	-0.5	1	60	-11	-83	-1	21*	17
51	CCOC(=O)CSc1n[nH]c(NC(=O)c2ccccc2)n1	.	92	0.6	53*	95	-16	-1	-19	-1	-7
52	O=[N+]([O-])c1ccc(N=Cc2ccc(Br)c([N+](=O)[O-])c2)cc1	-10	20	-5.2	6	21	0	-12	13	0	-1
53	Cc1nc(N2CCC3(CC2)OCCO3)c2nnn(Cc3ccccc3F)c2n1	1	82	-0.8	6	82	-4	-1	-4	0	-3

Pulled one by one from the entries so far (4):
nr	structure	Phagocyt inh	HCT116 bCat-KO	MRP-1 activ	Measles CPE	HCT116 PTEN-null	GALR2 antag	BB579 growth dn	E-sel TNF inh	NPY Y2 blocker	Yeast lifespan up
32	O=C(CN1C(=O)COc2ccccc21)N(Cc1cccnc1)Cc1ccccc1F	-5	84	-4.3	10	87	-9	-34	-14	13	2
47	Clc1ccc(C[n+]2cc(-c3ccccc3)n3c2CCC3)cc1Cl	-7	63	-3.7	4	67	2	17	.	3	7
50	CC(C)CCC(C)N=Cc1c(O)n(Cc2ccccc2)c(=O)c2ccccc12 (stereo not given)	0	69	-0.5	1	60	-11	-83	-1	21*	17
49	COc1cc(C2=NOC(C(=O)NCc3ccc(F)cc3)C2)cc(OC)c1OC (stereo not given)	1	15	-4.5	3	12	4	-49	-10	5	-12
